K1F lysis inhibition – inhibition of K1F phage lysis, E. coli UTI89, bacterial capsule biogenesis inhibitors, alamar blue (AID 488966) | E. coli UTI89 K1F phage lysis, alamar blue, 2 h; higher % means a stronger effect | one-dose inhibition, % at 100 µM; IC50 in µM for titrated hits | 340,000 tested, 0.02% active;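 active means phage lysis inhibition, versus mean bacterial control, above a set limit; inconclusive means no clear call, values can overlap the other calls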;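 further: capsule biogenesis inhibitors block K1F phage lysis so surviving cells raise fluorescence; higher fluorescence means more inhibition of phage lysis; actives were called in the ten point dose series up to 300 µM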
GPR35 antagonists – GPR35 antagonists blocking zaprinast-driven arrestin recruitment, primary screen, imaging, U2OS, beta-arrestin-GFP, zaprinast agonist (AID 2058); U2OS GPR35 beta-arrestin-GFP translocation imaging, zaprinast antagonism; higher % means a stronger effect; 290,000 tested, 0.052% active; G-protein coupled receptor 35 (Homo sapiens); inhibition, % at 10 µM, or IC50 in µM where a hit was titrated;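 active means inhibition of at least 50% with at least 30 cells and total cytoplasm GFP at most 10,000,000; inconclusive means under 30 cells or total GFP of 10,000,000 plus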
KOR beta-arrestin-1 – KOR agonists, beta-arrestin recruitment, primary screen, cell-based, luminescence, uHTS (AID 1777). Kappa-type opioid receptor (Homo sapiens). KOR beta-arrestin recruitment, luminescence; higher % means a stronger effect. activation, % at 10 µM; hits with a dose series show EC50 in µM. 280,000 tested, 0.02% active; in the data active means activation above about 50%, passing the limit was not always enough; further: a part of the inactive calls stands beside numbers as strong as those of hits
GPR55 LPI antagonism – GPR55 antagonists blocking LPI-driven arrestin recruitment, primary screen, imaging, U2OS, beta-arrestin-GFP, LPI agonist (AID 2013). G-protein coupled receptor 55 (Homo sapiens). U2OS GPR55 beta-arrestin-GFP translocation imaging, LPI antagonism; higher % means a stronger effect. 290,000 tested, 0.13% active. one-dose inhibition, % at 10 µM; IC50 in µM for titrated hits;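 active means spots per cell inhibited over 60%, with over 100 cells counted and total cytoplasm intensity under 500,000; inconclusive means wells with under 100 cells, flagged as likely toxic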;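 further: U2OS cells stably carrying GPR55 and arrestin-GFP stimulated by 5 µM LPI near EC80; imaged beta-arrestin-GFP aggregate spots per cell after agonist stimulation; plate controls were LPI-stimulated DMSO wells for no effect and DMSO wells without LPI for full effect; some results filed as inactive read as strong as hits; confirmed hits need IC50 under 10 µM and bright autofluorescent wells are also inconclusive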
NTR1 agonist – agonists of NTR1, primary screen, imaging, U2OS cells, beta-arrestin-GFP, high content (AID 493036). NTR1-U2OS beta-arrestin-GFP spot imaging, agonist mode. activation, % at 20 µM. 330,000 tested, 0.17% active;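 active means activation at or above 40% of the spot to cytoplasm intensity ratio, with at least 20 cells analyzed; inconclusive means wells under 20 cells, flagged as cytotoxic or low count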;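 further: 0% = DMSO without peptide and 100% = 100 nM NTR1 peptide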
Target sequence (P30989 whole entry, looked up): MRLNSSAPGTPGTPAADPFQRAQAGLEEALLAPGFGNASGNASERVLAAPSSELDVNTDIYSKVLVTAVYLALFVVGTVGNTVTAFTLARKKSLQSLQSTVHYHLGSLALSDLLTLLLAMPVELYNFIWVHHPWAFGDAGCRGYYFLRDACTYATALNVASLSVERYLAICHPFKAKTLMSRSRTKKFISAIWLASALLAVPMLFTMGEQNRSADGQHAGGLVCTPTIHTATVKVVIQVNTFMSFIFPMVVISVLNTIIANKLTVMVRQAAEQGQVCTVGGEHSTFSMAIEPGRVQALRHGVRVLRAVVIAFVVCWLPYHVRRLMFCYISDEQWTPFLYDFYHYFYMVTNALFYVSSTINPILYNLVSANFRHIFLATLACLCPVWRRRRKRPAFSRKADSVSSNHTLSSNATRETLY
Rac1 GTP hydrolysis – MgcRacGAP GTPase-activating activity inhibitors, confirmation, biochemical, ADP Hunter fluorescence. 340,000 tested, 0.6% active. MgcRacGAP-stimulated Rac1 GTP hydrolysis, ADP Hunter fluorescence; higher % means a stronger effect; GST-tagged Rac1 F28L mutant substrate. Rac GTPase-activating protein 1 (Homo sapiens). AID 624330, 2012. inhibition, % at 30 µM; hits with a dose series show IC50 in µM;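 active means first-screen hits whose inhibition reached a set limit at any dose in the follow-up dose series; inconclusive means inhibition above the set first-screen limit but never retested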;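 further: fluorescence reports GDP produced by GAP-driven GTP hydrolysis; strong numbers were not always called active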
GPR55 beta-arrestin – GPR55 agonists via beta-arrestin recruitment, primary screen, imaging, U2OS cells, beta-arrestin-GFP redistribution (AID 1961); U2OS GPR55 beta-arrestin-GFP redistribution imaging; higher % means a stronger effect; 290,000 tested, 0.048% active; activation, % at 10 µM, or EC50 in µM where a hit was titrated; G-protein coupled receptor 55 (Homo sapiens);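 active means activation above 40% with more than 50 cells counted in the well; inconclusive means wells holding fewer than 50 cells, flagged as toxic or sparse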;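 further: U2OS osteosarcoma cells stably expressing GPR55 and beta-arrestin-GFP; plate controls were DMSO negative control for no effect and LPI positive control for full effect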
KOR beta-arrestin-2 – KOR antagonists, beta-arrestin recruitment, cell-based, luminescence, uHTS (AID 1778). Kappa-type opioid receptor (Homo sapiens). KOR beta-arrestin recruitment, luminescence, antagonist mode; higher % means a stronger effect. one-dose inhibition, % at 10 µM; IC50 in µM for titrated hits. 290,000 tested, 0.091% active; in the data active means inhibition above about 50%; further: strong numbers were not always called active
NOD1 NF-kB reporter – NOD1 signaling inhibitors, primary screen, cell-based, luminescence, uHTS (AID 1578) | inhibition, % at 4 µM, or EC50 in µM where a hit was titrated | NOD1-driven NF-kB luciferase reporter cells, luminescence; higher % means a stronger effect | 290,000 tested, 1% active; in the data active means inhibition mostly above about 36%, no sharp cut-off; inactive means mostly below about 34%;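 further: HEK-293T reporter cells stimulated with the NOD1 agonist gamma-tri-DAP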
NTR1 agonist cell count 20 µM – second read-out of NTR1 agonist, no call of its own (marks repeat the call); cell count; measured here: cell count, cytotoxicity flag
* marks the source's active call; other numbers are inactive results; ? = inconclusive; nt = not tested or not shown; [ ] = remark or other dose. Only part of the results is shown; the hit share may differ from the screen's.

Each structure is followed by: K1F lysis inhibition	GPR35 antagonists	KOR beta-arrestin-1	GPR55 LPI antagonism	NTR1 agonist	NTR1 agonist cell count 20 µM	Rac1 GTP hydrolysis	GPR55 beta-arrestin	KOR beta-arrestin-2	NOD1 NF-kB reporter
CCc1ccc(OCC(=O)OCC(=O)NCCNC(=O)COC(=O)COc2ccc(CC)cc2)cc1
  0.2%	-7%	2.7%	8%	-0.8	54	6%	-0.1%	-44%	-13%
CCOc1ccc2nc(N/C(N)=N/C(=S)Nc3cccc(OC)c3)nc(C)c2c1
  -0.1%	-15%	3.6%	12%	0.7	59	18%	0.0%	-5%	-1%
COc1ccc(N2CCCn3c2nc2c3c(=O)n(Cc3ccc(C)cc3)c(=O)n2C)c(OC)c1
  0.1%	-10%	-4.0%	1%	8.0	52	3%	0.5%	6%	-2%
Cc1ccc(NC(=O)N(Cc2nc3ccccc3c(=O)[nH]2)Cc2cccs2)cc1
  1.2%[50 µM]	8%	-0.6%	11%	4.0	75	7%	0.1%	4%	-2%
CCOC(=O)C1=C(C)NC(=O)NC1c1ccc([N+](=O)[O-])o1 (stereo not drawn)
  0.1%	4%	-0.1%	7%	0.0	62	12%	-0.3%	-5%	-9%
N#Cc1c(NCCN)nc(-c2ccco2)c2c1CCCC2
  0.2%	0%	-1.3%	-2%	1.1	60	0%	0.6%	-6%	-7%
O=C(O)c1cccc(S(=O)(=O)Nc2ccc(O)cc2Sc2nc3ccccc3s2)c1
  0.9%	3%	-3.0%	12%	-1.1	51	22%	0.0%	15%	-12%
Cc1cccc(NC(=S)N2CCCCC2c2cccnc2)c1C (stereo not drawn)
  -0.5%[50 µM]	11%	9.5%	1%	0.2	66	8%	-0.2%	-6%	-4%
CCOc1ccc(NC(=O)CSc2nc3ccccc3c(=O)n2CCNC(C)=O)cc1
  0.5%	-3%	4.9%	1%	3.6	59	5%	0.3%	-10%	-20%
C#CCOCCOCCOCCNc1nc(N2CCN(C(=O)C(Cc3ccc(O)cc3)n3cc(C(N)CC(C)C)nn3)CC2)nc(N2CCN(C(=O)C(Cc3cc4ccccc4[nH]3)n3cc(C(N)C(C)CC)nn3)CC2)n1 (stereo not drawn)
  nt	-4%	2.3%	24%	1.0	54	nt	0.2%	-12%	-24%
CCOc1ccc(NC(=O)CC2C(=O)N(CC)C(=S)N2NC(=O)c2ccncc2)cc1 (stereo not drawn)
  0.4%	-16%	-0.8%	-1%	-0.3	51	11%	-0.2%	23%	-9%
Cc1c(/C=N/NC(=O)c2cc(C(C)(C)C)[nH]n2)c2ccccc2n1C
  -0.4%	13%	2.0%	-1%	4.6	51	10%	-0.1%	2%	-9%
COc1cc(SC)ccc1C(=O)NCC1CCCCC1
  0.4%	10%	4.2%	-1%	2.1	48	3%	0.2%	0%	-70%
COc1ccc(C(CNC(=O)c2cccnc2SC)N2CCOCC2)cc1 (stereo not drawn)
  -1.3%	9%	-0.3%	-2%	0.3	83	-11%	0.5%	-31%	-7%
CCOC(=O)Cc1nnc(NC(=O)CSc2nnc3c4ccccc4n(C(C)C)c3n2)s1
  0.2%	-2%	1.7%	-13%	-0.3	72	8%	-0.2%	-11%	-8%
Cc1nc(Nc2cc(F)ccc2C)c2nnn(Cc3ccccc3)c2n1
  -0.1%	-8%	-1.0%	-21%	0.5	54	5%	-0.1%	10%[20 µM]	4%
O=C(COc1ccc(Cl)cc1)Nc1cc(S(=O)(=O)N2CCCCC2)ccc1N1CCCCC1
  1.2%[50 µM]	-1%	4.8%	13%	2.3	29	-10%	-0.3%	-56%	0%
Oc1cc2c(cc1C(c1ccc(Cl)c(Cl)c1)N1CCCC1)OCO2 (stereo not drawn)
  -2.2%	2%	9.3%	27%	7.3	90	8%	6.3%	24%	nt
CCCN1C(=O)C(O)(C/C(C)=N/O)c2ccccc21 (stereo not drawn)
  3.1%	-8%	-2.2%	-13%	-0.3	52	3%	0.2%	0%	21%
CCCN1CCC(=O)N([C@H](CO)Cc2ccccc2)CC1
  0.4%	-25%	-4.5%	-14%	1.0	92	11%	0.0%	-22%[20 µM]	-1%

Later entries.
Each structure is followed by: K1F lysis inhibition	GPR35 antagonists	KOR beta-arrestin-1	GPR55 LPI antagonism	NTR1 agonist	NTR1 agonist cell count 20 µM	Rac1 GTP hydrolysis	GPR55 beta-arrestin	KOR beta-arrestin-2	NOD1 NF-kB reporter
CC(C)(C)c1nc2scc(-c3cccs3)c2c(=O)o1
  0.3%	-5%	5.3%	-13%	7.4	63	13%	0.0%	-18%	19%
CC(=O)N1CCc2cc(S(=O)(=O)NC(Cc3ccccc3)C(=O)O)ccc21 (stereo not drawn)
  3.9%	-3%	6.6%	8%	0.9	49	4%	-0.2%	0%	-9%
CCn1c(SCC(=O)c2[nH]c(C)c(C(C)=O)c2C)nnc1-c1ccccc1
  0.4%	5%	4.4%	26%	1.8	33	12%	-0.1%	-6%	0%
CC(C)(C)n1nc2c(c1NC(=O)Cc1cccc3ccccc13)CS(=O)(=O)C2
  -0.1%	2%	-2.4%	3%	-2.1	53	5%	0.4%	-18%	-45%
COCCNc1ccc(S(=O)(=O)N2CCCC2)cc1[N+](=O)[O-]
  0.7%	-3%	-6.4%	2%	-0.6	34	4%	0.0%	25%	-35%
COC(=O)c1ccc(C(=O)N(C)C2CCCN(Cc3ccccc3F)C2)cc1 (stereo not drawn)
  -0.9%	6%	-8.2%	9%	0.5	63	8%	0.0%	13%[20 µM]	-9%
CC(=O)Nc1ccc(S(=O)(=O)N2CCN=C2SCc2cccnc2)cc1
  0.3%	1%	-1.7%	7%	-1.2	117	6%	-0.4%	-24%	-5%
Cc1sc(-c2ccncc2)nc1OC(=O)c1ccccc1
  0.6%	-4%	-2.2%	-4%	0.0	43	3%	-0.1%	-19%	12%
Cc1ccc(C=Nc2cccnc2N)cc1
  1.6%	-4%	4.2%	8%	-0.2	87	4%	-0.4%	13%	-6%
CCOc1ccc(CCN2CN(CC)CNC2=S)cc1OCC
  0.7%	-7%	3.9%	6%	-0.8	30	3%	-0.3%	-5%	-12%
CCn1ncc(/C=N\NC(=O)Cc2ccc([N+](=O)[O-])cc2)c1C
  2.0%[50 µM]	10%	-2.0%	2%	-0.3	80	6%	-0.1%	6%	-32%
Cc1cccc(OCCC(=O)OCC(=O)N2CCc3ccccc32)c1
  0.2%	-4%	1.3%	3%	1.8	65	2%	-0.1%	-11%	6%
CCOC(=O)n1c(=O)n(Cc2ccc(Cl)c(Cl)c2)c2ccccc21
  -0.4%	4%	3.3%	-2%	6.6	48	4%	-0.3%	-21%	18%
CC1CCN(S(=O)(=O)c2ccc(Cl)cc2Br)CC1
  0.0%	2%	-0.1%	1%	2.1	95	7%	0.2%	6%	nt
NC(=S)N/N=C1\CCOc2ccc(Cl)cc21
  0.8%	-2%	-4.7%	-3%	1.2	61	16%	0.9%	3%	-10%
S=C(NCc1ccncc1)Nc1ccccc1
  -0.1%	-4%	-6.7%	-18%	1.7	70	7%	-0.1%	0%	-26%
CCC(=O)Nc1cccc(C(=O)OCc2cccc([N+](=O)[O-])c2)c1
  0.0%	1%	-1.8%	16%	nt	nt	6%	0.3%	-3%[20 µM]	-11%
CCOc1ccc(N(CC(=O)NCCSCc2ccc(Cl)cc2)S(C)(=O)=O)cc1
  1.0%	-4%	4.8%	-6%	0.6	56	2%	-0.3%	-29%[20 µM]	-22%
CCOC(=O)c1ccccc1NC(=O)Cc1sc(-c2cccnc2)nc1-c1ccc(C)cc1
  nt	20%	10%	17%	14	85	nt	0.8%	2%	-21%
O=C1C2CC=CCC2C(=O)N1c1ccc(NCCc2cccc(F)c2)c([N+](=O)[O-])c1 (stereo not drawn)
  0.9%	-2%	16%	-5%	3.8	51	7%	0.1%	-53%	-3%

A few values from the entries so far.
Result for `CCOC(=O)c1ccccc1NC(=O)Cc1sc(-c2cccnc2)nc1-c1ccc(C)cc1` in GPR35 antagonists: 20%
Result for `S=C(NCc1ccncc1)Nc1ccccc1` in GPR55 LPI antagonism: -18%
Result for `Cc1cccc(OCCC(=O)OCC(=O)N2CCc3ccccc32)c1` in NTR1 agonist: 1.8

The results go on:
Each structure is followed by: K1F lysis inhibition	GPR35 antagonists	KOR beta-arrestin-1	GPR55 LPI antagonism	NTR1 agonist	NTR1 agonist cell count 20 µM	Rac1 GTP hydrolysis	GPR55 beta-arrestin	KOR beta-arrestin-2	NOD1 NF-kB reporter
O=C(Nc1cccnc1)C1(c2ccc(Cl)cc2)CCCC1
  0.1%	-2%	0.7%	3%	-0.3	95	3%	-0.2%	-13%	7%
O=C(NCC1CCCO1)C1c2ccccc2C(=O)N1C1CCCCCCC1 (stereo not drawn)
  1.4%	4%	2.5%	9%	0.7	46	4%	-0.1%	6%	12%
CCOC(=O)c1cc2[nH]c3ccccc3c2[n+](-c2ccc([N+](=O)[O-])cc2)c1N
  2.3%	-6%	2.2%	6%	1.3	58	13%	0.1%	32%	-24%
COc1ccc(NC(=O)c2c(C(F)(F)F)nn(C)c2SCc2ccccc2Cl)cc1
  0.4%	7%	-1.9%	24%	1.4	74	5%	0.5%	-25%	28%
Cc1ccc(CSc2nnc([C@@H]3CCCN3C(=O)OC(C)(C)C)o2)cc1
  ?	-3%	2.6%	5%	1.1	49	-7%	0.0%	24%	-7%
CCO[C@H]1OC(C(=O)Nc2ccccc2)=C[C@@H](c2cn(C(C)=O)c3ccccc23)[C@@H]1CCCO
  2.4%	2%	1.3%	5%	3.2	67	4%	-0.1%	7%	-33%
